# Cav32 inh – blocks human Cav3.2 T-type calcium channel; O95180; Cav3.2-expressing cells, Fluo-4 calcium fluorescence FDSS; active compounds read low; B-score at 10 µM; 100,000 tested, 4% active;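 active = single-dose well whose peak fluorescence ratio is a statistical outlier from its plate by either plate-standardised score or position-corrected B-score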
# * marks the source's active call; other numbers are inactive results. Only part of the results is shown; rates above refer to the full screens.
Cav32 inh	SMILES
1.5	CCOC(=O)c1c(C)nc2sc3c(=O)n(-c4ccc(OC)cc4)nnc3c2c1-c1ccc(OC)cc1
-0.031	CCN1CCN(Cc2nc3c(c(=O)n(C)c(=O)n3C)n2CCc2ccccc2)CC1
-3.7	O=C(CSCc1ccc(Cl)cc1)N/N=C/c1ccccc1
0.23	COc1cccc(C(=O)CSc2nnc(CNS(C)(=O)=O)n2-c2ccc(C)cc2)c1
-0.25	CCCCNC(=O)c1onc(CSc2cccc(C)c2)c1C(=O)O
-0.56	CCOC(=O)N1CCC(NC(=O)CSc2cc(=O)n(CC)c3ccccc23)CC1
0.39	O=C(c1ccco1)N1CCN(C(=O)c2cnn3c2NC(c2cccs2)CC3C(F)(F)F)CC1 (stereo not given)
-0.045	Cc1nnc(SCC(=O)Nc2ncc3c(n2)CC(c2ccccc2)CC3=O)s1 (stereo not given)
0.0098	O=C1c2ccccc2C(=O)N1SC1CCCCC1
0.26	CC1=CCC2C(=O)N(Cc3ccccc3)C(=O)C2C1 (stereo not given)
0.79	O=[N+]([O-])c1nn(-c2ccc3c(c2)OCCO3)n(O)c1=NC1CCCC1
-0.63	COc1ccc(NC(=O)c2ccccc2O)c(OC)c1
0.51	CN(C)C(=O)CSc1nnc([C@H](Cc2c[nH]c3ccccc23)NC(=O)OC(C)(C)C)o1
-0.58	COc1ccc(-c2nnc(SCC(=O)Nc3cc(C)on3)n2C)cc1OC
-0.56	Cn1c(-c2ccc(C(=O)c3ccccc3)s2)nc2ccccc21
-1.7	COc1ccc(C)cc1NC(=O)c1nnn(Cc2cc(C)ccc2C)c1N
0.31	Cc1ccnc(NS(=O)(=O)c2ccc(N=CC3=C(O)CC(C)(C)CC3=O)cc2)n1
0.12	O=C1CC(c2ccc(S(=O)(=O)NC3CC3)cc2)CN1 (stereo not given)
0.35	Cn1c2ccc(CC(=O)O)cc2c2cc(CC(=O)O)ccc21
-1.1	Cc1ccccc1OCCN1C(=O)c2ccccc2C1=O
-0.45	Fc1ccc(-c2cc(C(F)(F)F)nc(NCC3CCCO3)n2)cc1 (stereo not given)
-0.55	O=C(c1nc2ncccn2n1)N1CCN(c2ccccc2)CC1
0.82	Nc1ccc2oc(-c3cc(Br)ccc3Cl)nc2c1
-3.7	Cc1[nH]c2ccccc2c1C(=O)CN1CCN(C/C=C/c2ccccc2)CC1

# Compounds above containing a CF3 group (two):
Cav32 inh	SMILES
0.39	O=C(c1ccco1)N1CCN(C(=O)c2cnn3c2NC(c2cccs2)CC3C(F)(F)F)CC1 (stereo not given)
-0.45	Fc1ccc(-c2cc(C(F)(F)F)nc(NCC3CCCO3)n2)cc1 (stereo not given)

# Remaining list, next part
Cav32 inh	SMILES
0.98	Cc1ccc(C)c(S(=O)(=O)N2C(=S)NC(=O)C2C(C)C)c1 (stereo not given)
-0.54	CC1CCCCC1NC(=O)Cn1nc(-c2ccccc2)ccc1=O (stereo not given)
-1.9	CC(C)(C)NC(=O)CN(C(=O)c1ccc(CN2CCOCC2)o1)c1ccc2c(c1)OCCO2
-1.1	Cc1cccc(N2CCN(C(=O)n3ccnc3)CC2)c1C
0.0052	C=C(C)CSc1nc(N)c(C#N)c(-c2ccc(C)cc2)c1C#N
-1.7	Cc1cc(N2CCOCC2)n2ncc(-c3ccccc3)c2n1
0.51	C=CCOc1c(CNc2ncn[nH]2)cccc1OC
-8.9*	CCOC(=O)c1c(-c2cccc(C)c2)csc1NC(=O)C1CC=CCC1C(=O)O (stereo not given)
1.2	Cc1cccc(CN2C(=O)[C@@H]3Cc4c([nH]c5ccccc45)C(C)(C)N3C2=O)c1
-0.051	COc1cc(C)nc(SCC(N)=O)n1
1.1	COC(=O)c1nc(NC(=O)C(C)C)n[nH]1
-0.12	O=C(N/N=C/c1ccc(O)cc1)c1ccc(NC(=O)c2ccccc2Br)cc1
0.39	O=C(CNCCO)NC12CC3CC(CC(C3)C1)C2
-0.67	COc1ccc(-c2nc3ccccc3o2)cc1NC(=O)c1ccc(Br)o1
0.48	CCOc1ccc(C(=O)NCC(=O)OC2CCOC2=O)cc1OCC (stereo not given)
-0.045	CCOC(=O)c1ccc(-n2c(C)nc3ccccc3c2=O)cc1
0.68	CCN=C1SC(CC(=O)Nc2ccc(N3CCOCC3)cc2)C(=O)N1CC (stereo not given)
0.4	COc1ccccc1N1CCN(C(=O)c2ccc(CN3CCc4ccccc4C3)cc2)CC1
1.9	COc1ccccc1OCC(=O)NC1CCCCCC1
-0.95	O=C(NCCSc1ccccc1)c1ccccc1
-2.5	CCN(CC)c1ccc(NC(=O)c2cccc(C)c2OC)c(C)c1
-0.11	NC(=O)C1CCN(C(=O)CCSc2ccccc2)CC1
0.37	CCCc1cc(=O)[nH]c(SCC(=O)Nc2ccc(OC(F)F)cc2)n1
-1.4	Cc1ccc2c(c1)c1c(n2CC(O)CNC(C)(C)C)CCCC1 (stereo not given)
0.31	CCSc1cc(C)nc2c(-c3ccc(Cl)cc3)c(C)nn12
0.6	CCOc1ccc(S(=O)(=O)n2cc(-c3ccccc3)c(N)n2)cc1
-3.5*	COc1ccc(Cn2c(CCC(=O)Nc3ccc(C)c(C)c3)nc3cccnc32)cc1
-0.24	CC(C)n1c(CNC(=O)c2ccccc2)nc2ccccc21
0.39	Cc1snc(S(=O)(=O)/C(C#N)=N\Nc2ccccc2)c1C#N
0.18	CCCCCC1CC(CC(=O)NC(=S)Nc2ccc([N+](=O)[O-])cc2)C(=O)O1 (stereo not given)
-3.1	Cc1ccc(S(=O)(=O)N(Cc2ccccc2)c2ccccc2C(=O)NCc2ccco2)cc1
0.88	Cc1c(CCO)c(=O)n(C)n1C(=O)c1ccc(F)cc1
0.41	O=c1c2cc(-c3ccccc3)sc2ncn1-n1cccc1
-0.56	CCCC(=O)Nc1sc2c(c1C#N)CCCC2
-0.22	CC(OC(=O)CCc1nc2ccccc2[nH]c1=O)C(=O)c1ccccc1 (stereo not given)
0.0057	O=C(Cn1c(=O)sc2ccccc21)N1CCOCC1
0.43	COc1ccc(OC)c(NC(=O)CCN2CCN(c3ccccc3)CC2)c1
-0.88	C(=C\c1ccccc1)/CSc1nnc(-c2cccnc2)n1Cc1ccco1
1	O=C(CSc1ccccc1)Nc1ccc(N2CCOCC2)cc1
0.96	COc1ccc(CC(=O)N2CCOCC2)cc1OC
-0.016	C=CCn1c(N)cc(=O)nc1SCC(=O)Nc1cccc2ccccc12
0.6	CN1CCN(C(=O)C2=C[C@@H](C3CC3)C[C@@H](OCc3ccc(CO)cc3)O2)CC1
2.9	COc1ccc(CCN2C(=NC(=O)CC(C)C)SC3CS(=O)(=O)CC32)cc1 (stereo not given)
0.81	CCNCCNC(=O)c1c(O)c2ccccc2n(CC)c1=O
1.1	O=S(=O)(c1ccc(OCC(O)CN2CCN(c3ccccc3O)CC2)cc1)N1CCOCC1 (stereo not given)
0.56	CCOC(=O)C1CCN(c2c(NCCN3CCN(c4ccccc4)CC3)c(=O)c2=O)CC1
1	COC(=O)[C@@H]1C[C@@]2(O)[C@H](O)[C@H](O)[C@H](O)C[C@H]2N1CC(c1ccccc1)c1ccccc1
1	OC(c1cccs1)(c1cccs1)C1C[N+]2(CF)CCC1CC2 (stereo not given)
-2.6	CCOc1ccc(C(=O)Nc2ccc(Cl)cn2)cc1Cl
0.037	CCCCNC(=O)c1ccc2c(c1)N(CC)C(=O)c1ccccc1S2(=O)=O
0.14	Oc1ccccc1-c1cc(-c2ccccc2)no1
0.44	CC(NC(=O)c1ccco1)c1cccc2ccccc12 (stereo not given)
0.65	CC(C)Cc1nc(N2CCCCC2)c(C#N)c2c1CCC2
-5.6*	CCN(C(=O)CSc1ncccc1C(=O)OC(C)C)c1cccc(C)c1
-1.3	Nc1c(Cl)cc2c(c1Oc1ccccc1)C(=O)c1ccccc1C2=O
-0.24	NC(=O)C1CCN(CC(=O)Nc2ccccn2)CC1

# (next part)
Cav32 inh	SMILES
-0.084	O=C1C2C3CCCC3=C3CCCC3C2C(=O)N1c1ccc(F)cc1 (stereo not given)
-0.27	O=C(Nc1nnc(-c2ccccc2)o1)c1nc2ccccc2s1
2.1	CCOC(=O)c1c(C)nc2c3ccccc3ccn12
-2.1	COc1ccc(C2=CC(=O)OC3(CCCCC3)O2)cc1
-0.15	COc1ccc(C(CNC(=O)c2cccc(N(C)C)c2)N2CCCC2)cc1 (stereo not given)
0.069	C=CCN1C2CCCC1CC(NC(=O)Nc1cccc(C(C)=O)c1)C2 (stereo not given)
0.33	Cc1cc(C)nc(SCCC(=O)Nc2cccc3ccccc23)n1
-1.3	O=C(NCCN1CCN(C(=O)c2cccs2)CC1)C(=O)Nc1ccc(Br)cc1
-0.69	O=C(NC(NCc1ccccn1)(C(F)(F)F)C(F)(F)F)c1ccco1
1	COc1ccc2cc(S(=O)(=O)NCCCN3CCOCC3)ccc2c1
-4.8*	CCCCc1sc(-c2c(C#N)c(N)nc3c2CCCCC3)cc1[N+](=O)[O-]
1.2	O=C(O)CCC(=O)N1CCN(c2nc(-c3ccccc3Cl)c3cc(Br)ccc3n2)CC1
0.71	CCCc1c(O)nc(SCC(=O)NCCc2ccc(OC)c(OC)c2)[nH]c1=O
0.87	COc1ccc(NC(=O)C2CCCCN2N)cc1OCC(C)C (stereo not given)
-3	CN1C(C(=O)NCc2ccccc2)CC2Cn3c(nc4cc5ccccc5cc43)C21 (stereo not given)
0.44	Cc1c(CCO)c(=O)[nH]n1C(=O)c1c(F)cccc1F
0.86	COc1cccc(NC(=O)CSc2ncnc3c2cnn3Cc2ccccc2)c1
0.32	COc1ccc(C2C(C(=O)OCC(=O)N3CCCCC3)CCC(=O)N2c2ccc(OC)cc2)cc1 (stereo not given)
0.0093	O=S(=O)(NCC1CCCO1)c1ccc(S(=O)(=O)N2CCc3ccccc3C2)cc1 (stereo not given)
-0.11	O=C(O)C1Cc2ccccc2CN1S(=O)(=O)c1ccc2ccccc2c1 (stereo not given)
-0.24	CC(=O)Nc1ccc2nc(-c3ccncc3)[nH]c2c1
1.6	O=S(=O)(Nc1ccc(S(=O)(=O)N2CCOCC2)cc1)c1ccccc1
0.17	Cc1ccc(S(=O)(=O)Nc2nsc(N)n2)cc1
-0.0043	COc1ccc(N2CCN(S(=O)(=O)Cc3ccccc3)CC2)cc1
-8.5*	CCn1c(CNc2ccc(Cl)cc2)nnc1SCc1ccccc1
0.025	Cc1ccc(CN2C(=O)CSc3ccc(C(=O)NCCN4CCOCC4)cc32)cc1
0.29	CCOCCOCN(C#N)c1nc(OC)nc(N(C)C)n1
-0.15	COc1cc2c(cc1NC(=O)CN(C)Cc1nc3ccccc3c(=O)[nH]1)oc1ccccc12
0.62	CC(NC(=O)C1CCCCC1)C(c1cccs1)N1CCN(C)CC1 (stereo not given)
-2.5	CCCCOc1ccc(S(=O)(=O)NCc2csc(C)n2)cc1
-0.38	O=C(Nc1ccncc1)c1cccc(F)c1
1.1	CCOC(=O)N1CCc2c(sc3nc4n(c(=O)c23)N=C(C)CS4)C1
-9.2*	CCOC(=O)C1=C(C)OC(N)=C(C#N)C1c1c(C)nn(-c2ccccc2)c1Cl (stereo not given)
-0.33	Cc1ccc(C(=O)Nc2ccc(O)c(C(=O)O)c2)o1
0.67	Cc1occc1C(=O)NNC(=S)Nc1ccccc1
-0.031	CS(=O)(=O)NC1CCN(Cc2ccccc2)CC1
1.3	O=C1C(Cl)=C(N2CCOCC2)C(=O)N1c1ccccc1
0.52	CCc1ccccc1OCC(=O)NC1CCCC1
0.39	O=C(CSc1ccc2c(c1)OCCO2)NCC1CCCO1 (stereo not given)
-0.89	Cc1ccc(-c2nc(C3CCN(S(C)(=O)=O)CC3)no2)cc1

# Among those listed so far, these have an NH in an aromatic ring:
Cav32 inh	SMILES
0.51	CN(C)C(=O)CSc1nnc([C@H](Cc2c[nH]c3ccccc23)NC(=O)OC(C)(C)C)o1
-3.7	Cc1[nH]c2ccccc2c1C(=O)CN1CCN(C/C=C/c2ccccc2)CC1
0.51	C=CCOc1c(CNc2ncn[nH]2)cccc1OC
1.2	Cc1cccc(CN2C(=O)[C@@H]3Cc4c([nH]c5ccccc45)C(C)(C)N3C2=O)c1
1.1	COC(=O)c1nc(NC(=O)C(C)C)n[nH]1
0.37	CCCc1cc(=O)[nH]c(SCC(=O)Nc2ccc(OC(F)F)cc2)n1
-0.22	CC(OC(=O)CCc1nc2ccccc2[nH]c1=O)C(=O)c1ccccc1 (stereo not given)
0.71	CCCc1c(O)nc(SCC(=O)NCCc2ccc(OC)c(OC)c2)[nH]c1=O
0.44	Cc1c(CCO)c(=O)[nH]n1C(=O)c1c(F)cccc1F
-0.24	CC(=O)Nc1ccc2nc(-c3ccncc3)[nH]c2c1
-0.15	COc1cc2c(cc1NC(=O)CN(C)Cc1nc3ccccc3c(=O)[nH]1)oc1ccccc12

# Next entries
Cav32 inh	SMILES
0.16	CCNC(=S)NNC(=O)c1cc(C)on1
0.16	CCn1c(=O)n(Cc2ccco2)c(=N)c2c3c(sc21)COC(C)(C)C3
0.52	CCOC(=O)C1CCN(C(=O)Cn2cc(C(=O)c3ccco3)c3ccccc32)CC1
-4.2	COc1cccc2sc(Nc3nnc(-c4ccc(F)cc4)o3)nc12
-0.96	CCCc1[nH]nc2c1C(c1ccc(OC)c(Cn3nc(C)c(Br)c3C)c1)C(C#N)=C(N)O2 (stereo not given)
0.2	O=C1/C(=C\c2ccc3ccccc3c2)CCCc2ccccc21
-0.11	O=C(NCc1ccccc1)C1=C[C@H](c2coc3ccccc3c2=O)C[C@H](OCCCCO)O1
1.4	COc1cc(O)c(C(CC(=O)N2CCCCC2)c2cc(OC)c(OC)c(OC)c2)c(OC)c1 (stereo not given)
-0.029	CCC1CCCCN1Cc1nc2c(c(=O)n(C)c(=O)n2C)n1Cc1cccc2ccccc12 (stereo not given)
-0.22	C[C@]12CC[C@@H]3c4ccc(O)cc4[C@@H](O)C[C@H]3[C@@H]1CC[C@@H]2O
0.37	COC(=O)CCS(=O)(=O)c1ccc(NC(C)=O)cc1
-0.15	COc1ccc(NC(=O)CC(NCCc2ccccc2)C(=O)O)c(OC)c1 (stereo not given)
-5*	COc1ccc([N+](=O)[O-])cc1NC1CCCCC1
